m5-HT2A agonist = mouse Htr2a agonists via beta-arrestin recruitment, primary screen, cell-based, luminescence. 0.66% of 360,000 active. activation, % at 7.6 µM. CHO-K1 mHTR2A beta-arrestin complementation; percent of 30 µM serotonin response;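 active means activation above a run cutoff, the mean activation of all tested compounds plus 3 SD, cut at about 14% in these data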;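 further: 0% = plate median of compound wells and 100% = 30 µM serotonin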
Granule exo inh = LAMP-1 surface exposure blockers, TALL-104 cells – cell-based, flow cytometry, MLPCN library, primary screen; TALL-104 LAMP-1 surface exposure; cells stimulated with thapsigargin and PMA; inhibition, % at 10 µM; 0.66% of 360,000 active; AID 651702, 2012;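 active means inhibition above about 55%, limit read from the data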
MC4R ag barr = MC4R agonists recruiting beta-arrestin, primary screen, cell-based, luminescence, agonist arm of biased-ligand search; Melanocortin receptor 4 (Homo sapiens), P32245; U2OS MC4R beta-arrestin complementation; percent of melanotan II response, DMSO zero; activation, % at 8.9 µM; 0.98% of 360,000 active;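 active means activation above a per-plate cutoff, the mean activation of sample wells on that plate plus 3 SD, cut at about 8% in these data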
ABCB6 inh MLPCN = ABCB6 transporter inhibitors, primary screen, K562-ABCB6 cells, flow cytometry, MLPCN library; 0.19% of 360,000 active; fluorescence ratio to DMSO, % at 10 µM; K562-ABCB6 porphyrin accumulation, 1 h; active compounds read low; AID 602162, 2011;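 active means fluorescence ratio to DMSO below 75%, the collection mean minus 3 SD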;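 further: signal is porphyrin accumulated inside mitochondria; 100% equals median channel fluorescence of DMSO control wells; lower ratio means ABCB6 inhibition with less porphyrin fluorescence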
Target sequence (Q9NP58 whole entry, looked up): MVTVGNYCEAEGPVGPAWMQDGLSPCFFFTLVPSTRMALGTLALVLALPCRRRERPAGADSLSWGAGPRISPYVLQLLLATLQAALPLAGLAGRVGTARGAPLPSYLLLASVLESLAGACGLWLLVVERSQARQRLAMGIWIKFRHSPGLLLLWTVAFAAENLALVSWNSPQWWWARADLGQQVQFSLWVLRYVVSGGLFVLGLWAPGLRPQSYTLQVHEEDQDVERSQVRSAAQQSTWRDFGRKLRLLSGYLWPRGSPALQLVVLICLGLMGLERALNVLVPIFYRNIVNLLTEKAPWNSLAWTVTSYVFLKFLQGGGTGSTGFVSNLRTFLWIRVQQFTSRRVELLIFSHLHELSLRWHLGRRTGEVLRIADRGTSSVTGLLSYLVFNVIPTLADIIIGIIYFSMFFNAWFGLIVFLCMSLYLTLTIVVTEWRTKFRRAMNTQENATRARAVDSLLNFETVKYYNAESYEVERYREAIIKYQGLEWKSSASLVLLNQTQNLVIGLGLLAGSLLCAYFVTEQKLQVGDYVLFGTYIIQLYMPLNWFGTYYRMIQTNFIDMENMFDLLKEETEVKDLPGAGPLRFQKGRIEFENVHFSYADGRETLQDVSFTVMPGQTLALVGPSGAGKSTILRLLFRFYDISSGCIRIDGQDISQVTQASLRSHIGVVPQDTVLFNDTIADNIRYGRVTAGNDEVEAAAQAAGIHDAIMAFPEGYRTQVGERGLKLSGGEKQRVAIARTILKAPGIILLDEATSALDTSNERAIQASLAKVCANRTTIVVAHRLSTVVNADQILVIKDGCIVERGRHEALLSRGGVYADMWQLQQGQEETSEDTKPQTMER
ABHD5-PLIN5 inh = ABHD5-PLIN5 interaction inhibitors, primary screen, cell lysate, split luciferase complementation, luminescence | Perilipin-5 (Homo sapiens) + 1-acylglycerol-3-phosphate O-acyltransferase ABHD5 (Homo … | inhibition, % at 4 µM | 0.78% of 360,000 active | Split G. princeps luciferase complementation, 4 h;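 active means inhibition above the mean inhibition across every tested compound plus 3 SD, cut at about 22% in these data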;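 further: 0% = DMSO only wells and the 100% control is not disclosed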
Cardio protect = cardioprotection against H2O2-induced cell death, primary screen, uHTS, H9c2 cells, ATPLite luminescence. H9c2 cardiomyocytes, H2O2 injury protection, 2 h. protection from H2O2 cell death, % at 20 µM. 0.63% of 360,000 active;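 active means compounds giving at least 50% protection of heart cells from peroxide-induced death in the single-dose screen, raw or plate-pattern-corrected value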;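 further: 0% = DMSO wells with peroxide and 100% = DMSO wells without peroxide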
Glyco luc inh = increase of ERlucT glycosylation luciferase signal, primary screen, N-linked glycosylation inhibitor project, D54 ERlucT cells, luminescence, set 2. 0.23% of 360,000 active. reporter increase, % at 12.5 µM. D54 ERlucT glycosylation luciferase reporter, 24 h; percent of 100 nM tunicamycin response. AID 588692, 2011;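 active means mean luciferase reporter signal, scaled so untreated is 0 and the glycosylation-blocking control 100, at or above a set limit in every replicate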;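 further: luciferase carries N-glycosylation sites so blocking glycosylation raises the light; 0% = median of neutral control wells and 100% = median of 100 nM tunicamycin wells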
PDI inh = inhibitors of human PDI, primary screen, biochemical, turbidity, single point, plate reader. Protein disulfide-isomerase (Homo sapiens), P07237. PDI insulin aggregation turbidity, A650, 90 min. inhibition, % at 10 µM. 0.052% of 350,000 active. AID 588391, 2011;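 active means mean inhibition across replicates of 30% or more, whatever share of single replicates reach that level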;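 further: absorbance from insulin aggregation driven by PDI reduction with DTT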
CaV13 ICDI inh = Primary screen for inhibitors of IQ motif and Ca2+-dependent inactivation inhibitor domain binding in CACNA1D, Förster resonance energy transfer in living cells, …; HEK cells, CFP/YFP FRET ICDI-IQ, plate reader, 10 min; percent FRET-ratio fall versus neutral wells; inhibition, % at 12.3 µM; 0.098% of 340,000 active; AID 743397;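 active means mean replicate inhibition of at least 30% and at least 1% of replicates passing that level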;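 further: 0% = median of the neutral control wells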
MC4R antag cAMP = MC4R antagonists of cAMP signaling, primary screen, cell-based, TR-FRET, antagonist arm of biased-ligand search | MC4R-expressing cells, MTII-stimulated cAMP, LANCE TR-FRET | 0.48% of 360,000 active | inhibition, % at 6.5 µM;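 active means inhibition above its plate's cutoff, the mean of tested wells on that plate plus 3 SD, cut at about 29% in these data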;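 further: 0% = Melanotan II alone and 100% = Melanotan II plus saturating MCL0020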
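Assay system: U2OS cells stably expressing human melanocortin 4 receptor (MC4R) / Dosing: 6.5 µM / Timing: compound 30 min, challenge 1 h, detection 1 h / Measured by: Eu-cAMP/anti-cAMP TR-FRET, emission 671 nm / Replicates: singlicate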
* hit, by the source's call; · = not tested or not shown.

SMILES	m5-HT2A agonist	Granule exo inh	MC4R ag barr	ABCB6 inh MLPCN	ABHD5-PLIN5 inh	Cardio protect	Glyco luc inh	PDI inh	CaV13 ICDI inh	MC4R antag cAMP
COc1ccc2c(C)c(Cc3ccccc3)c(=O)oc2c1OC	-2.8	7.9	-2.8	95.0	-3.4	-12.9	-3.5	-2.8	-3.3	4.7
CCc1ccc2c(c1)c1nnc(NN)nc1n2C	-7.9	1.8	-0.3	99.0	-0.8	-3.4	2.5	4.3	-4.8	-5.4
CCCN(c1ccccc1C(=O)O)S(=O)(=O)c1ccc2c(c1)n(C)c(=O)n2C	1.5	-0.3	0.5	105.0	-1.2	3.4	0.7	-8.3	-1.4	14.8
CN(c1nc(-c2ccc(Br)cc2)cs1)C1CCS(=O)(=O)C1 (stereo unspecified)	-1.1	-0.9	-4.6	95.0	2.0	-11.1	-3.9	-1.8	2.6	0.2
CCOP(=O)(OCC)c1nc(-c2ccccc2)oc1N1CCCCC1	2.8	1.1	-0.9	95.0	0.5	6.9	0.7	-8.9	-19.9	7.1
CCC(C(=O)NCCN1CCN(C)CC1)n1c(C)c2cnn(-c3ccccc3)c(=O)c2c1C (stereo unspecified)	6.5	-0.5	0.6	97.0	6.3	6.4	0.8	-1.0	·	1.1
COCCNc1nc2nonc2nc1N(C)Cc1ccc(C)cc1	-2.1	-1.0	-0.6	97.0	-1.9	-7.9	2.2	-1.6	3.8	1.1
O=S(=O)(NCC(c1cccnc1)N1CCN(c2ccccc2)CC1)c1cc(F)ccc1F (stereo unspecified)	2.4	-0.7	0.7	97.0	3.7	-1.8	1.2	-1.3	-7.2	4.6
COc1ccc(C2=C(Nc3ccc(C)cc3)c3ccccc3C2=O)cc1	0.9	-0.9	6.9	100.0	0.9	-5.8	0.3	1.8	-19.2	8.4
O=S(=O)(c1cccc(C(F)(F)F)c1)N1c2ccccc2-n2cccc2C1c1cccnc1 (stereo unspecified)	-9.0	18.5	-0.7	96.0	6.3	-5.9	-8.2	-1.7	-11.5	22.2
Cc1csc(-c2cnn(-c3ccccc3)c2NC(=O)c2cccc(F)c2)n1	3.6	-0.8	5.8	100.0	5.1	3.2	-0.5	-4.1	·	-2.8
CC(=O)c1ccc(NC(=O)CN2C(=O)/C(=C/C(C)=C/c3ccccc3)SC2=S)cc1	0.1	-1.9	-1.9	100.0	-4.2	0.1	-2.0	-8.7	-15.3	1.3
Cn1ccnc1SCc1cc(=O)[nH]c2ccccc12	0.4	4.0	-0.5	97.0	0.3	7.7	6.3	10.3	-9.8	-9.1
COc1cccc(C(=O)Nc2ccc3nc4n(c(=O)c3c2)CCCCC4)c1	2.6	-7.5	4.4	105.0	15.7	5.8	3.2	-3.6	-11.0	0.1
O=S(=O)(c1ccc(F)cc1)N1CCN(c2nc(-c3ccc(F)cc3)cs2)CC1	4.0	-1.9	1.8	95.0	-2.8	1.2	-10.9	-1.9	-9.1	6.8
O=C(CCN1C(=O)/C(=C/c2cccs2)SC1=S)N1CCCCC1	7.7	14.7	0.5	96.0	2.6	-4.1	49.8*	-4.8	-10.6	1.5
O=C(CSc1nnc(SCc2ccc(Cl)cc2)s1)N/N=C/c1c[nH]c2ccccc12	-2.6	10.8	4.8	96.0	-7.6	-23.3	8.8	-4.5	-7.1	-5.8
Cc1cc(C2C(=O)C(C(=O)c3ccc(Cl)cc3)C(=O)CC2(C)C)on1 (stereo unspecified)	4.4	0.5	-1.7	90.0	3.8	-1.8	-2.3	0.3	-4.7	-0.2
CC(C)OC(=O)Nc1ccc2c(c1)N(C(=O)N1CCN(C)CC1)c1ccccc1CC2	-6.0	5.6	-1.8	99.0	-5.8	-16.6	-7.3	1.7	-4.9	7.7
Cc1occc1-c1nnc(SCC(=O)Nc2ccccc2)n1CCc1ccccc1	-9.6	-4.0	0.5	89.0	2.4	-0.3	-3.3	0.0	-4.7	8.5
NC(=O)c1ccccc1NC(=O)/C=C/c1cccc(Cl)c1	-3.6	-1.2	-0.9	98.0	0.1	1.5	-1.9	-2.4	-4.2	-1.4
COc1cc(/C=C(\NC(=O)c2ccccc2)C(=O)NCCO)c([N+](=O)[O-])cc1OC	2.0	-1.4	-2.5	97.0	0.3	5.5	1.3	8.9	-5.7	-1.0
CCCc1ccc(OCC(O)CN2CCc3ccccc3C2)cc1 (stereo unspecified)	-4.8	8.6	2.8	100.0	-8.6	-9.1	-1.0	-5.1	-19.0	2.0
CCCS(=O)(=O)c1nc(S(=O)(=O)c2ccc(C)cc2)c(N2CCc3ccccc3C2)s1	-2.4	-3.4	-2.3	94.0	5.3	7.1	-3.7	-2.9	-4.0	18.1
S=c1[nH]cc(-c2ccc(Cl)cc2)n1-c1ccccc1	-4.6	-5.3	-2.5	92.0	-6.2	-1.6	0.7	3.0	-2.2	7.0

Single records, from the list above. Order of values: m5-HT2A agonist	Granule exo inh	MC4R ag barr	ABCB6 inh MLPCN	ABHD5-PLIN5 inh	Cardio protect	Glyco luc inh	PDI inh	CaV13 ICDI inh	MC4R antag cAMP
CC(=O)c1ccc(NC(=O)CN2C(=O)/C(=C/C(C)=C/c3ccccc3)SC2=S)cc1 in the list: 0.1	-1.9	-1.9	100.0	-4.2	0.1	-2.0	-8.7	-15.3	1.3
COc1cccc(C(=O)Nc2ccc3nc4n(c(=O)c3c2)CCCCC4)c1 in the list: 2.6	-7.5	4.4	105.0	15.7	5.8	3.2	-3.6	-11.0	0.1
O=S(=O)(NCC(c1cccnc1)N1CCN(c2ccccc2)CC1)c1cc(F)ccc1F (stereo unspecified) in the list: 2.4	-0.7	0.7	97.0	3.7	-1.8	1.2	-1.3	-7.2	4.6
Cc1csc(-c2cnn(-c3ccccc3)c2NC(=O)c2cccc(F)c2)n1 in the list: 3.6	-0.8	5.8	100.0	5.1	3.2	-0.5	-4.1	·	-2.8

Next section
SMILES	m5-HT2A agonist	Granule exo inh	MC4R ag barr	ABCB6 inh MLPCN	ABHD5-PLIN5 inh	Cardio protect	Glyco luc inh	PDI inh	CaV13 ICDI inh	MC4R antag cAMP
Cc1cccc(S(=O)(=O)N2CCN(Cc3ccc4c(c3)OCO4)CC2)c1	-9.2	0.6	-1.4	93.0	-9.2	-2.1	-1.1	-7.2	-3.8	7.4
Cc1ccc(C(=O)N2CCCC(N3CCN(c4ccccc4C)CC3)C2)c(=O)[nH]1 (stereo unspecified)	-1.6	0.4	-1.4	96.0	-0.2	-1.6	2.6	2.5	-13.7	0.4
Cc1ccccc1C(=O)NCCCNC(=O)c1ccccn1	-5.4	-10.2	-1.6	96.0	2.0	-1.3	1.4	8.9	-2.6	1.0
O=C(COc1ccc2c3c(c(=O)oc2c1)CCCC3)N1CCN(c2ccccc2)CC1	0.3	47.2	-1.4	97.0	-6.4	4.5	-2.0	1.5	-7.8	5.1
CCOc1ccc(CCN2C(=O)c3cccnc3C2=O)cc1OCC	5.1	2.2	0.7	106.0	5.1	14.4	0.9	-0.9	-3.9	2.6
Cc1ccc(NC(=S)N2CCN(S(=O)(=O)c3ccc(F)cc3)CC2)cc1	-4.2	-1.3	-3.2	104.0	3.3	10.1	-1.8	-6.2	·	-1.2
CC1CCCC(C)N1S(=O)(=O)c1ccc(NC(=O)CCN2C(=O)C3CC=CCC3C2=O)cc1 (stereo unspecified)	7.2	-1.1	-1.9	92.0	-3.2	-1.8	-1.3	-0.2	-4.0	0.7
O=C(CN1C(=O)/C(=C/c2cccc(Cl)c2)SC1=S)NC1C=CS(=O)(=O)C1 (stereo unspecified)	1.9	0.9	0.3	96.0	-3.3	-4.7	-3.3	-8.3	-3.2	10.8
Cc1ccc(NC(=O)Cn2cc(S(=O)(=O)c3ccc(F)cc3)c(=O)c3cc(F)ccc32)cc1	-1.4	1.4	2.0	96.0	3.1	-0.7	-7.9	·	2.9	4.3
C=C(C)Cn1c(N2CCCC2)nc2c1c(=O)[nH]c(=O)n2C	2.2	-2.6	-1.0	104.0	6.2	14.3	2.5	-2.7	-6.7	-7.2
CCCCN1C=C(C(=O)c2ccccc2)C(=O)CC1	5.3	4.0	0.9	91.0	8.8	2.4	0.4	0.5	-8.0	0.6
O=C(c1ccc(C(=O)N2CCCc3ccccc32)s1)N1CCCc2ccccc21	3.6	-4.3	-1.8	94.0	3.5	5.5	-2.0	-3.0	-3.3	16.2
CC(C)(C)C(=O)COC(=O)c1c2c(nc3ccccc13)CCC2	1.2	-2.8	-1.5	101.0	-4.6	26.3	-2.8	7.2	-7.2	-1.1
O=C(CSc1nc2ccccc2c(=O)[nH]1)Nc1cccc([N+](=O)[O-])c1	-2.3	-1.5	-2.2	92.0	-3.0	52.8*	-0.3	0.1	·	-0.7
C[C@H](CO)N1C[C@H](C)[C@@H](CN(C)Cc2ccncc2)Oc2c(NC(=O)c3ccncc3)cccc2C1=O	8.1	-3.1	0.2	100.0	11.6	0.9	3.6	-5.2	-5.6	14.8
O=C(CSc1nnc2n1CCCCC2)Nc1ccc(N2CCOCC2)cc1	3.4	0.7	0.7	94.0	-4.4	0.5	2.1	0.6	-4.1	0.8
CS(=O)(=O)c1ccc(Oc2ccc(-c3nnco3)cc2)c([N+](=O)[O-])c1	2.8	2.1	1.8	94.0	-6.4	-1.3	-1.4	6.5	-3.2	5.0
CN(C(=O)COC(=O)c1ccc(S(=O)(=O)N2CCCCCC2)cc1)c1ccccc1	3.9	22.8	-1.1	94.0	-11.0	-2.4	0.9	-0.1	-5.3	13.6
CCOc1ccc(CN(C)c2nc(-c3cccnc3)nc3ccccc23)cc1OC	4.7	-6.5	0.1	93.0	3.0	-0.8	-0.7	-8.4	-2.6	-6.3
CCOC(=O)N1C(=O)c2cc(OC)ccc2S1(=O)=O	-3.4	0.4	-1.8	104.0	-2.6	1.4	1.7	10.0	-4.9	-3.7
Cn1cc(C(=O)N/N=C/C2=C(N3CCOCC3)C(=C\c3ccccc3)/CC2)ccc1=O	0.3	0.3	-1.7	92.0	8.1	9.5	6.9	1.6	-5.0	0.7
NC(=O)c1ccc(NC(=O)COC(=O)C2CCN(S(=O)(=O)c3cccs3)CC2)cc1	-5.7	-0.2	-1.8	98.0	1.2	-1.5	-0.2	-2.9	-6.4	4.5
Cc1cc(C)c(-c2cc(NC(=O)COC(=O)c3ccc(CO)cc3)n(-c3ccccc3)n2)cc1C	-0.8	-0.7	-0.8	96.0	0.0	4.8	-3.2	-2.2	-3.4	10.5
N#Cc1ccc(CN2CCN(C(=O)c3cc(Cl)c4c(c3)OCCO4)CC2)cc1	-3.1	-5.0	-1.9	96.0	2.1	1.1	-2.1	-3.2	-4.4	-0.2
